Source: PubChem (several laboratories)
GRK2 aptamer HTS: blocks RNA aptamer binding to human GRK2; P25098; bead flow cytometry, FAM-aptamer displacement from GRK2; inhibition of aptamer binding, % at 10 µM; 330,000 tested, 0.59% active; AID 488847;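 active = inhibition of aptamer binding above 40%, roughly 3 SD of noise, on plates passing a quality check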;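 note: median bead fluorescence of bound FAM aptamer so fluorescent compounds give negative values; no value below 0 was filed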
Target sequence (P25098 whole entry, looked up): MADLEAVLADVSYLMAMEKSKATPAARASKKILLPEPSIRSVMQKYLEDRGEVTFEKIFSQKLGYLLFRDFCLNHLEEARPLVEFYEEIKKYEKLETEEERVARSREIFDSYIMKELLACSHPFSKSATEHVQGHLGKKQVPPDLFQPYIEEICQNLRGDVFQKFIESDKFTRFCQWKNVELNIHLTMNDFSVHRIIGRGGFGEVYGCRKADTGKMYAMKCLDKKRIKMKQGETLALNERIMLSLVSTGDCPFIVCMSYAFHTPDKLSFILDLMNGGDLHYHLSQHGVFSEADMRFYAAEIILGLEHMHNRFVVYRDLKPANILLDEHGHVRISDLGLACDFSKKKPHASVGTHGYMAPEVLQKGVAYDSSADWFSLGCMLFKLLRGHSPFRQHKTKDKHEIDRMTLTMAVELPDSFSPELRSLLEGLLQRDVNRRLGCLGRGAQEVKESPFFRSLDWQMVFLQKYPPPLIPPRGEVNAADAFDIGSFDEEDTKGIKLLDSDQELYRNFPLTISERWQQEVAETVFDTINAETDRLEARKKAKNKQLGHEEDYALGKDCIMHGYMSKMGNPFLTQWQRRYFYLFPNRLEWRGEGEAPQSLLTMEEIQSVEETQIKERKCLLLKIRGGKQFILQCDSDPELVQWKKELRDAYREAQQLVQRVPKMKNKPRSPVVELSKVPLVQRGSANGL
MEX-5 binding: C. elegans MEX-5 TCR-2 RNA binding activity. Q9XUB2. MEX-5/FITC-TCR2 RNA binding, fluorescence polarization; stronger effect = lower value. 300,000 tested, 0.38% active. activity score (negative = inhibition of binding), % at 10 µM;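 active = inhibition past about -25% in most replicates, and total fluorescence under double the plate's negative control median, limit read from the data; inconclusive = replicates evenly split on the limit, or fluorescence at least double controls; inactive = too little inhibition in most replicates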;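 note: 0% = DMSO and -100% = 5 µM competing unlabeled TCR2 RNA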
Yeast superoxide: lowers age-related superoxide in aged yeast cells. S. cerevisiae aged cells, superoxide DHE fluorescence; stronger effect = lower value. superoxide response (% of plate mean), % at 10 µM. 330,000 tested, 0.18% active. AID 2690;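 active = superoxide response under a set limit, about three screen SD below normal, cut at about 65% in these data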;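 note: yeast aged for seven days with compound at 30 °C before DHE staining; 100% = average MFI of all compound-treated wells on the plate with controls excluded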
VLA-4 inh: inhibition in a human VLA-4 binding assay. P13612. VLA-4 expressing cells, ligand binding flow cytometry. inhibition, % (about 7 µM as worked out from the volumes in the protocol). 330,000 tested, 0.2% active. AID 2557; in the data active = inhibition above about 50%
Bcl-xL primary: blocks human Bcl-xL binding to Bim BH3 peptide; Q07817; GST-Bcl-xL / FITC-Bim BH3 peptide fluorescence polarization; inhibition, % at 10.9 µM; 320,000 tested, 0.7% active;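 active = inhibition above the mean of all tested compounds plus 3 SD, cutoff set per campaign, cut at about 30% in these data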;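 note: 0% = DMSO wells and 100% = unlabeled Bim-BH3 peptide competitor; inhibitors lower millipolarization by displacing the labeled peptide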
MCL1-BIM inh: inhibitors of human MCL1 binding to BIM-BH3 peptide; Q07820; AID 2057; 320,000 tested, 0.68% active; inhibition, % at 10.9 µM; GST-MCL1 / FITC-Bim-BH3 fluorescence polarization;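 active = inhibition above the mean inhibition of all tested compounds plus 3 SD, set per campaign, cut at about 40% in these data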;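 note: 0% = DMSO wells and 100% = unlabeled Bim-BH3 peptide control; higher means more loss of mP so more displacement of Bim peptide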
Target sequence (Q07820 whole entry, looked up): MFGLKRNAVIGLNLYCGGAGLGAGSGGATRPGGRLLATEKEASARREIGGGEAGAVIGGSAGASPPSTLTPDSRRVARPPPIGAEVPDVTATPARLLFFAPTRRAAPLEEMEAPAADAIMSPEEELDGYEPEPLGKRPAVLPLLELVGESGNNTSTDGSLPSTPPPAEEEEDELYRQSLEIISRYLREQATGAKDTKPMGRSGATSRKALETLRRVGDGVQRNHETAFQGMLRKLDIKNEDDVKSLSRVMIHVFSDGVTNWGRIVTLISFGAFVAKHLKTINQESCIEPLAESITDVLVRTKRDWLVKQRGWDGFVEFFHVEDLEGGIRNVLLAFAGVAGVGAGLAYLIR
GLD-1 RNA inh: GLD-1-TGE RNA interaction inhibition (C. elegans); purified GLD-1 + fluorescein TGE RNA, fluorescence polarization; 320,000 tested, 0.44% active; AID 2280; inhibition, % at 5.96 µM;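 active = percent inhibition above a per-plate cutoff, the plate mean of test compounds plus 3 SD, cut at about 30% in these data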;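 note: 0% = DMSO wells with GLD-1 and probe and 100% = wells lacking GLD-1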
CIT2 TOR yeast: yeast TOR pathway CIT2-GFP modulation | AID 2029 | 320,000 tested, 0.065% active | S. cerevisiae CIT2-GFP strain, flow cytometry, 3 h; 100 means same as DMSO wells | GFP response vs DMSO, % at 10 µM;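 active = GFP response relative to DMSO above a set limit, near the screen mean plus 3 SD, cut at about 150% in these data; inconclusive = Fewer than 70 cells measured for a yeast strain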;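 note: ratio of well median GFP fluorescence to mean of DMSO wells on the plate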
AGP1 TOR yeast: alters AGP1-GFP fluorescence in TOR pathway yeast screen; S. cerevisiae AGP1-GFP multiplex flow cytometry, 3 h; GFP as percent of DMSO wells; GFP response vs DMSO, % at 10 µM; 320,000 tested, 0.02% active; AID 2066;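 active = GFP response relative to DMSO above a set limit, near screen average plus 3 SD, cut at about 150% in these data; inconclusive = fewer than 70 cells counted for the yeast strain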;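 note: median GFP channel fluorescence of the gated AGP1 strain per well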
Numbers without * were called inactive; ? = inconclusive; · = not tested or not shown.

SMILES	GRK2 aptamer HTS	MEX-5 binding	Yeast superoxide	VLA-4 inh	Bcl-xL primary	MCL1-BIM inh	GLD-1 RNA inh	CIT2 TOR yeast	AGP1 TOR yeast
COc1ccc2cc1Oc1ccc(cc1)C[C@H]1c3cc(c(OC)cc3CCN1C)Oc1c(OC)c(OC)cc3c1[C@H](C2)N(C)CC3	0	3.0	101	16	8	7	1	93	99
O=C(CSc1ccc(-c2ccco2)nn1)N1CCCCC1	1	0.3	110	6	9	4	2	100	102
C/C(CC(=O)Nc1ccc(F)cc1F)=N\NC(=O)C(=O)N1CCCCC1	0	1.3	91	-96	0	8	12	98	21
CC1CCCN(c2ccc(C(=O)NCc3ccc4c(c3)OCO4)cc2[N+](=O)[O-])C1 (centres undefined)	2	·	97	15	-3	-24	3	88	92
CCc1ccc(CN(C)CC(=O)Nc2ccc(S(=O)(=O)N3CCOCC3)cc2)cc1	99*	·	88	10	2	-2	-3	88	99
O=C(Nc1nnc(SCc2ccccc2)s1)c1cccc([N+](=O)[O-])c1	1	-0.3	96	3	2	1	-2	88	102
CCOc1ccccc1CNCCOC	0	0.3	110	30	2	5	-2	103	98
O=C(CSc1nc2ccccc2s1)N/N=C/c1ccc(C(=O)O)cc1	1	0.4	108	8	-2	4	2	89	92
CCOc1ccc(S(=O)(=O)Nc2ccc3c(c2)n(C)c(=O)n3C)cc1	0	1.6	103	11	8	2	9	105	102
CC1=C(C(=O)NC2CCCCC2C)C2(CCC(C)CC2)OC1=O (centres undefined)	0	1.4	99	-8	0	4	2	105	107
Fc1cccc(Cl)c1/C=N/Nc1c(Cl)cncc1Cl	0	2.1	114	6	-4	-7	10	89	93
CN(Cc1cn[nH]c1-c1ccc(-c2ccccc2)cc1)CC1CCOCC1	0	-1.9	95	12	2	1	-1	74	104
Clc1ccc(SCc2csc(N3CCOCC3)n2)cc1	0	1.8	96	-4	7	10	0	90	101
Cc1ccc(C(=O)Nc2nc(=O)n(C(=O)CC(C)C)s2)cc1	2	1.4	120	6	6	5	-1	93	94
O=C(CC(=O)N/N=C/c1ccc(O)cc1)N/N=C/c1ccc(O)cc1	0	·	89	2	11	7	9	106	94
CN(C)C(/C=C/Nc1ccc(F)cc1)=C(C#N)C#N	0	1.7	101	18	2	1	0	99	97
O=c1cc(N2CCN(Cc3ccccc3)CC2)[nH]c(=O)n1Cc1ccc(F)cc1	4	-1.0	81	9	3	12	7	113	·
FC(F)(F)c1nc2ccccc2nc1N/N=C/c1c(Cl)cccc1Cl	3	-3.0	114	6	5	9	5	100	105
O=C(NCc1ccccc1CN1CCCC1)c1cccc(N2CCCC2=O)c1	0	·	87	22	5	-1	-11	107	100
COc1ccc(S(=O)(=O)N/N=C(/C)c2ccncc2)c(OC)c1	2	-0.6	97	1	9	6	-2	104	105
CN(CC(=O)O)c1ccc(S(=O)(=O)N2CCOCC2)cc1[N+](=O)[O-]	0	2.0	99	-3	1	-2	10	105	103
COCCCNC(=O)Cn1c(=O)n(CCCCCC(=O)NCc2ccc3c(c2)OCO3)c(=O)c2sccc21	0	1.7	106	9	4	0	2	111	104
CCCCOCCCNC(=O)CN1C(=O)c2ccccc2C1=O	0	0.5	90	1	2	-5	2	97	100
CC(=O)OC[C@]12CC[C@H]3[C@@](C)(CC[C@H]4C(C)(C)CCC[C@]34C)[C@@H]1C[C@H](C1=CC(=O)O[C@@H]1OC(C)=O)O2	3	·	105	46	·	·	-10	105	80
CC(C)OC(=O)Cn1cc(C#N)c2ccccc21	2	2.2	96	25	-2	-1	4	89	99

Brought forward from above: two compounds; new compounds follow.
SMILES	GRK2 aptamer HTS	MEX-5 binding	Yeast superoxide	VLA-4 inh	Bcl-xL primary	MCL1-BIM inh	GLD-1 RNA inh	CIT2 TOR yeast	AGP1 TOR yeast
CC(=O)OC[C@]12CC[C@H]3[C@@](C)(CC[C@H]4C(C)(C)CCC[C@]34C)[C@@H]1C[C@H](C1=CC(=O)O[C@@H]1OC(C)=O)O2	3	·	105	46	·	·	-10	105	80
CC(C)OC(=O)Cn1cc(C#N)c2ccccc21	2	2.2	96	25	-2	-1	4	89	99
CCOc1ccc(N(CC(=O)N2CCN(c3ccccc3OC)CC2)S(=O)(=O)c2ccc(F)cc2)cc1	1	2.4	91	-14	·	·	·	?	?
CCc1nnc(NC(=O)CSc2nnc(-c3ccc(S(=O)(=O)N(CC)CC)cc3)n2CC)s1	1	-1.0	96	5	5	3	-1	85	83
CCOC(=O)C(NC(=O)CC)(Nc1ccccc1)C(F)(F)F (centres undefined)	0	2.1	89	12	3	-2	2	97	94
Cc1ccc(S(=O)(=O)Cc2ccc(C(=O)N3CCC(C(N)=O)CC3)o2)cc1	0	-2.9	87	17	7	8	11	112	95
Cc1ccc(Nc2nc(-c3ccc(S(=O)(=O)N4CCOCC4)cc3)cs2)cc1	1	0.6	99	19	1	-3	-3	95	103
CCOC(=O)C1C(C(=O)NN)C1C(=O)Nc1ccccc1 (centres undefined)	0	-0.2	85	6	0	5	3	102	112
COc1ccc(N2C(=O)CSC2c2ccncc2)cc1 (centres undefined)	0	1.3	78	0	4	8	6	107	115
Cc1ccc(N2C(=O)C3C4C=CC(CC4)C3C2=O)cc1Cl (centres undefined)	2	0.2	94	-3	3	-1	2	105	103
OC(CN1CCC(Cc2ccccc2)CC1)C(F)(F)F (centres undefined)	0	-0.8	105	3	-4	-11	-10	99	95
Cc1nn(-c2ccccc2)c(C)c1C(=O)N1CCN(S(=O)(=O)c2ccccc2)CC1	0	·	94	-17	6	9	-1	96	98
CC1(C)CC2CC(C)(CN2S(=O)(=O)c2ccc(C(=O)Nc3ccc(Cl)c(S(=O)(=O)N4CCOCC4)c3)cc2)C1 (centres undefined)	2	-0.2	109	0	1	1	2	107	105
COc1ccc(CCNC(=O)c2ccc3c(c2)SC2=NS(=O)(=O)CCN23)cc1	7	-0.2	99	6	-4	3	-4	96	104
CC(=O)Nc1ccc(NC(=O)C2CCCN(c3nnc(-n4cccc4)s3)C2)cc1 (centres undefined)	1	-6.2	111	-6	4	2	5	105	104
COc1ccc(CCNC(=O)c2nc3ncccn3n2)cc1OC	1	-0.3	103	5	4	8	7	93	100
CN(c1ccccc1)S(=O)(=O)c1ccc(NC(=O)c2ccccc2)cc1	0	0.6	99	-3	3	1	0	92	106
CCCCCC(=O)N1CC2(C)CN(C(=O)CCCCC)CC(C)(C1)C2=O	3	0.0	84	-4	3	3	1	110	108
CC1(C)CC(NC(=O)Cc2ccccc2)CC(C)(C)N1	0	0.2	98	10	1	15	-6	92	87
CCCn1c(N)c(Sc2ccccc2)c(=O)n(CCC)c1=O	2	-1.4	105	6	5	6	4	98	·
O=c1cc(O)c2ccccc2n1Cc1ccccc1Cl	6	-3.0	94	-4	-2	-6	-1	104	100
CCOC(=O)C1CCN(C(=O)COC(=O)/C=C/c2cccc(OC)c2OC)CC1	0	·	91	-15	·	·	-4	99	105
CC(OC(=O)c1cc2ccccc2cc1O)C(=O)Nc1ccc(S(N)(=O)=O)cc1 (centres undefined)	1	-3.4	103	-3	-3	-4	4	103	103
CCN(CC(=O)Nc1ccc(NC(C)=O)cc1)C(=O)CN1C(=O)NC2(CCCC2)C1=O	1	-0.9	106	16	-1	-6	-2	88	95
CSc1ncccc1C(=O)N(C)CC(=O)Nc1ccc(Cl)cc1	4	0.5	109	0	2	1	2	90	98
CC1CN(C(=O)C2CCCCC2)C(C)CN1C(=O)C1CCCCC1 (centres undefined)	0	0.1	109	7	3	3	-8	90	104
CC(C)[C@H](NC(=O)N1CCn2c1nc1ccccc12)C(=O)NCc1ccco1	0	-2.2	92	-4	1	2	4	91	27

Going on with the list.
SMILES	GRK2 aptamer HTS	MEX-5 binding	Yeast superoxide	VLA-4 inh	Bcl-xL primary	MCL1-BIM inh	GLD-1 RNA inh	CIT2 TOR yeast	AGP1 TOR yeast
Cc1ccc(/C=C2\SC(=S)N(CCC(=O)Nc3ccc(O)cc3)C2=O)cc1	0	-2.8	106	2	3	4	-4	93	89
O=C(NCCc1ccco1)C(=O)NCC1CCCN1S(=O)(=O)c1ccccc1 (centres undefined)	0	1.0	90	7	5	-1	3	90	111
COc1ccccc1OC(=O)c1cc(Cl)nc2ccccc12	0	1.2	89	3	9	12	7	94	93
COc1cc2ccccc2cc1C(=O)Nc1ccc(Cc2ccncc2)cc1	0	-2.4	107	9	0	5	2	91	96
COc1ccc(-c2cc(C(F)(F)F)nc(N3CCCCC3)n2)cc1OC	1	-0.5	99	-1	3	8	-1	94	91
O=C(CSc1n[nH]c(-c2ccncc2)n1)NC1CCS(=O)(=O)C1 (centres undefined)	1	0.1	90	0	-8	-16	-1	78	92
COc1cccc(CN2CCN(S(=O)(=O)c3ccc(Br)cc3)CC2)c1	0	0.2	101	24	3	9	0	90	100
CCOC(=O)CSc1nnc(-c2ccc(NS(=O)(=O)c3ccc(C)cc3)cc2)o1	2	-2.0	106	38	-5	-1	1	91	94
COc1ccc(/C=N/Nc2cc(C)nc(N)n2)cc1	0	-1.1	100	0	2	6	-3	99	101
CCOC(=O)c1[nH]c2cc(OC)c(OC)cc2c1NC(=O)CN(C)C1CCCCC1	1	-0.4	115	13	6	9	-1	111	113
COc1ccccc1-n1c(=S)[nH]c2c(sc(=S)n2-c2ccccc2C)c1=O	0	-1.9	94	-2	1	-4	-8	94	94
CCCc1nnc(NC(=O)CCC(=O)N2CCCCC2)s1	0	-0.1	92	16	5	10	-1	108	108
Cc1oc2c(C)c3oc(=O)c(CCC(=O)NCCCN4CCOCC4)c(C)c3cc2c1C	0	-2.5	116	29	-1	3	4	98	103
CCCCCc1ccc(-c2cn(CN3C(=O)c4ccccc4C3=O)nn2)cc1	0	-1.5	111	0	1	4	-3	102	90
CCC(C)[C@H](NC(=O)N1CC(=O)Nc2ccccc21)C(=O)Nc1nccs1 (some centres undefined)	4	1.6	92	0	7	0	9	100	96
Cc1ccc(C(=O)Nc2ccc3c(c2)CCC3)cc1S(=O)(=O)N1CCOCC1	1	-0.1	107	5	1	-2	1	101	101
COc1cccc([C@H](O)Cn2cc(-c3ccc(CON=C(C)C)cc3)nn2)c1	·	-0.2	·	·	3	-3	5	·	·
NS(=O)(=O)c1cccc(C(=O)OCC(=O)NC2CCCc3ccccc32)c1 (centres undefined)	1	·	139	21	·	·	-4	98	96
CCO/C=C1/C(=O)N(c2ccc(OC)cc2)C(=O)c2ccccc21	1	0.4	98	7	7	-2	-4	106	105
C/C(Cn1cnc([N+](=O)[O-])n1)=N\NC(=O)c1cccc(F)c1	0	-0.1	100	-4	7	10	-4	100	101
CCn1c(=O)n(CC)c2cc(N)ccc21	0	-2.9	99	8	12	11	-1	98	99
CCOc1cc(N2CCOCC2)c(OCC)cc1NC(=O)c1ccc(C)s1	1	-1.7	100	6	5	1	4	94	99
O=C(NCCc1ccccn1)c1ccc(COc2ccccc2)o1	0	-1.4	87	-52	12	14	3	103	101
Cc1nn2c(=O)cc(CSCC(=O)Nc3ccccc3Cl)nc2s1	1	-0.6	96	2	3	0	-1	108	104
Cc1nc(SCc2ccc(Cl)c(Cl)c2)ncc1C(=O)O	3	-0.5	99	5	12	11	3	100	97
Cn1nc(C(=O)Nc2cc(Cl)ccc2N2CCCC2)c2ccccc2c1=O	0	·	126	26	-6	-15	1	111	87
Cc1cc(C(=O)N2CCCC(N3CCN(c4cccc(C(F)(F)F)c4)CC3)C2)no1 (centres undefined)	0	2.4	99	-2	-3	-4	4	92	91
